Screening data from PubChem BioAssay.
TRPC4 inh – TRPC4 (mouse) channel inhibition | HEK293 TRPC4beta/mu-opioid, DAMGO-evoked Fluo4 calcium flux; active compounds read low | B-score at 10 µM | hit rate 0.39% among 300,000 | AID 2247;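 active means B-score over 3 SD under the library average, no early fluorescence shift, positive overall ratio signal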
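Test system – stable TRPC4beta/mu-opioid receptor HEK293 cells · Probe or stimulus – DAMGO, a submaximal dose followed by a maximal one · Dosing – one concentration per compound · Signal – Fluo4 calcium fluorescence by kinetic imaging, 5 s 1 Hz baseline · Evaluation – per-well B score of integrated baseline-normalized Fluo4 ratio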
PolyA inhibitor – inhibitors of polyadenylation in S. cerevisiae; S. cerevisiae SKY197-pL101 polyadenylation reporter, beta-gal luminescence; efflux-impaired pdr1/pdr3 knockout yeast; score 100 = 6 SD above DMSO; calls only at 12 µM; hit rate 0.02% among 300,000;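 active means lowest replicate activity score at least 50, where 100 means six control SD above control mean; inconclusive means lowest score under 50 but half or more replicates reach 50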;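 further: yeast exposed to compound for 9 h at 30 °C; higher score means more reporter readthrough which indicates perturbed polyadenylation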
HIF activator – HIF pathway transcriptional activation. U2OS HRE-luciferase reporter, luminescence; normalized: DMSO 0%, desferrioxamine 100%. activation, % at 7.5 µM (by protocol). hit rate 0.32% among 300,000. AID 1910;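 active means mean activation of at least 10% of the iron chelator positive control signal, with at least half of replicates also reaching 10%; inconclusive means mean and replicate majority disagree about reaching 10%; inactive means mean and most replicates under 10%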
MrgX1 antag – antagonists of human MrgX1 receptor | MRGX1-HEK293 calcium flux, Fluo-4, BAM8-22 antagonism; active compounds read low | B-score at 10 µM | hit rate 1.3% among 310,000 | AID 588676;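 active means calcium-response B-score plate-corrected more than 3 library SD below zero, starting fluorescence within 5 deviations, no agonist response on first addition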;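 further: peak minus trough fluorescence over baseline after final BAM8-22 challenge near maximal dose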
MrgX1 agonist – activates human MrgX1 receptor signaling; MrgX1-HEK293 cells, Fluo-4 calcium fluorescence, agonist mode; active compounds read high; B-score at 10 µM; hit rate 0.44% among 310,000;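 active means calcium response B-score plate-corrected fluorescence ratio at least 3 library SD, with starting fluorescence B-score inside 5 SD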
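Test system: HEK293 cells stably expressing human MrgX1 receptor; amount: 15,000 cells per well; doses: compound delivered in addition one of three; times: overnight plating before 1 h dye loading; detection: Fluo-4 NW calcium-flux fluorescence, kinetic read; read-out basis: B-scored fluorescence response ratio; controls: positive and negative controls per plate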
TRPC6 inhibitor – mouse TRPC6 channel inhibition | Q61143 | HEK293-TRPC6, membrane potential dye, ACh-evoked depolarization; active compounds read low | B-score at 10 µM | hit rate 1.1% among 310,000;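 active means B-score under library mean minus 3 SD, initial fluorescence not abnormally high, positive integrated signal ratio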;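 further: B-score derived from integrated fluorescence ratio over the kinetic read; more negative B-score means stronger inhibition of depolarization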
Target sequence (Q61143 whole entry, looked up): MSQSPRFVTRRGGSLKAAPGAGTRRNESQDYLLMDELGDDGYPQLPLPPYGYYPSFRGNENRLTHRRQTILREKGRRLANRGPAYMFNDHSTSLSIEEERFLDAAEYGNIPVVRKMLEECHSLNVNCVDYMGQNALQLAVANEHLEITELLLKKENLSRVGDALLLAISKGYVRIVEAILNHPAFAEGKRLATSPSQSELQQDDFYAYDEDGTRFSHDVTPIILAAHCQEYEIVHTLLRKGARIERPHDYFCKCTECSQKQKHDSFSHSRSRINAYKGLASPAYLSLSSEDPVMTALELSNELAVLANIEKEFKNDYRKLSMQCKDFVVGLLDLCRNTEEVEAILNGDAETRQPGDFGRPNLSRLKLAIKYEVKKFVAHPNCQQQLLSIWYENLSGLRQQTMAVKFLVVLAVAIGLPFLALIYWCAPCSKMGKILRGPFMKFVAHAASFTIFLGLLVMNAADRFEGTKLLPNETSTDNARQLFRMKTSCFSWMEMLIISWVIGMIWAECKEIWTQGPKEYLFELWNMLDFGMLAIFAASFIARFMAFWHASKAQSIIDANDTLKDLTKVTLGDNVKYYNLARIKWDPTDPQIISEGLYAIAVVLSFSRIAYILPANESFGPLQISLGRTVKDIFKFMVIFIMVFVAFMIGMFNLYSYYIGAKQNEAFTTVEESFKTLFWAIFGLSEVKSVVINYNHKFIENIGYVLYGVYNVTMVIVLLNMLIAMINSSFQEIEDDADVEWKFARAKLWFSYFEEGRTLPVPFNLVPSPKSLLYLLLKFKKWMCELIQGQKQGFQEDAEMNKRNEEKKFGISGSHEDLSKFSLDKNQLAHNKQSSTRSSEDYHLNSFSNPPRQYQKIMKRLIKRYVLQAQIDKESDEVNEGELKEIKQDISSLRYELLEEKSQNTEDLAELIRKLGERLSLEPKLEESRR
TRPC4 potent – allosteric potentiators of mouse TRPC4 channel. Q9QUQ5. HEK293 TRPC4beta/mu-opioid, DAMGO EC20, Fluo-4 Ca2+ flux; active compounds read high. B-score at 10 µM. hit rate 0.42% among 310,000. AID 2227;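 active means B-score of calcium response area above 5 SD of library B-scores, with initial fluorescence ratio within 5 SD of library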;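 further: B-score of integrated fluorescence ratio over time as area under calcium response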
MrgX1 allo act – allosterically activates human MrgX1 receptor signaling; Q96LB2; MrgX1-HEK293, Fluo-4 calcium flux, FDSS; active compounds read high; B-score at 10 µM; hit rate 0.63% among 310,000;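 active means plate-corrected calcium response at least 3 library SD above typical, normal starting fluorescence, not activating the receptor alone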;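 further: compound read alongside a low EC10 to EC30 dose of BAM8-22 agonist; peak minus trough fluorescence over baseline measured at the second addition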
AI-2 QS modul – Vibrio harveyi AI-2 quorum sensing modulation. activity change, % at 7.5 µM. Vibrio harveyi JMH597 AI-2 luminescence/OD600 ratio, 9 h; active compounds read low; strain lacks LuxN and CqsS sensors; 0 = neutral-control median. hit rate 0.4% among 300,000; in the data active means activity change below about -75%, passing the limit was not always enough; inconclusive means no clear call, values can overlap the other calls;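 further: luminescence divided by OD600 gain over 9 h not by final OD600 alone; inactives centre near 13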
TRPC4 agonist – opens the mouse TRPC4 cation channel | HEK293 TRPC4beta/mu-opioid, Fluo4 calcium fluorescence; active compounds read high | B-score at 10 µM | hit rate 0.49% among 310,000 | AID 2237;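 active means B-score above 5 SD of library B-scores, and initial fluorescence ratio not above library mean plus 5 SD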;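 further: positive B-score marks a calcium rise read as TRPC4 activation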
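Assay system: HEK293 stable line with TRPC4beta plus mu-opioid receptor; schedule: 45 min room-temperature Fluo4 loading, 110 s read; technique: kinetic Fluo4 calcium fluorescence; evaluation: integrated baseline-normalised fluorescence ratio, converted to per-well B score; controls: buffer (low) and maximal DAMGO (high)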
TRPC6 act – activates the mouse TRPC6 cation channel. Q61143. HEK293-TRPC6 membrane potential dye fluorescence; active compounds read high. B-score at 10 µM. hit rate 0.13% among 310,000. AID 2550;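 active means B-score of the integrated fluorescence ratio above library mean plus 3 SD, and starting fluorescence ratio within library mean plus 5 SD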;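 further: higher score means more depolarization so channel activation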
* hit, by the source's call; i = inactive; ? = inconclusive; / = not tested or not shown. These rows are one share of the data (hit frequency here may not be typical).

SMILES	TRPC4 inh	PolyA inhibitor	HIF activator	MrgX1 antag	MrgX1 agonist	TRPC6 inhibitor	TRPC4 potent	MrgX1 allo act	AI-2 QS modul	TRPC4 agonist	TRPC6 act
CC(C)CC(=O)NCc1ccc2[nH]c3c(c2c1)CCCC3	i	i	-3.0	i	i	i	i	i	20	i	i
COc1cc(Nc2ncnc(N)n2)cc(OC)c1	i	i	0.1	i	i	i	i	i	23	i	i
Cc1ccc(C)c(OCCC(=O)OCC(=O)NC(=O)NCc2ccccc2)c1	i	i	-0.8	i	i	i	i	i	-7	i	i
O=C(NC(=S)Nc1ccccc1)c1ccc(Br)o1	i	i	2.8	i	i	i	i	i	8	i	i
CC(Oc1ccccc1)C(=O)Nc1ccc(S(=O)(=O)NCC2CCCO2)cc1 (stereo not given)	i	i	-0.2	i	i	i	i	i	?	i	i
Cc1cc(=O)oc2cc3c(cc12)OCO3	i	i	0.0	i	i	i	i	i	1	i	i
Cc1cc([N+](=O)[O-])nn1CC(=O)NC1CCCCC1	i	i	-0.5	i	i	i	i	i	7	i	i
CCCCC(=O)N1CCCC(c2nc3c(nnn3Cc3cc(C)ccc3C)c(=O)[nH]2)C1 (stereo not given)	i	i	-0.1	i	i	i	i	i	9	i	i
COc1ccc(C(CNC(=O)c2cccc(S(=O)(=O)Nc3ccc(C)cc3)c2)N2CCOCC2)cc1 (stereo not given)	i	i	-0.3	i	i	i	i	i	16	i	i
CCOC(=O)C(C)C1(O)c2ccccc2-c2ncccc21 (stereo not given)	i	i	0.3	i	i	i	i	i	8	i	i
O=C(CN1CCN(c2ncccn2)CC1)NCc1ccccc1	i	i	0.0	i	i	i	i	i	1	i	i
CC1CCN(C(C(=O)O)c2ccccc2)CC1 (stereo not given)	i	i	0.2	i	i	i	i	i	21	i	i
COC(=O)c1ccc(NC(=O)c2ccccc2SC)cc1	i	i	1.6	i	i	i	i	i	10	i	i
CCCCn1c(/N=C/c2cc(OC)ccc2O)nc2ccccc21	i	i	-0.9	i	i	i	i	i	3	i	i
CSc1ccccc1OCc1cc(C(=O)N2CCC(c3ccncc3)CC2)no1	i	i	1.1	-6.1*	i	i	i	i	22	i	i
COCCNC(=O)/C(C#N)=C/c1ccc(N2CCOCC2)o1	i	i	0.2	i	i	i	i	i	1	i	i
O=C(Nc1cc(Cl)cc(Cl)c1)Nc1cnccn1	i	i	-0.1	i	i	i	i	i	14	i	i
Cc1ccc(S(=O)(=O)N(Cc2cccnc2)Cc2cc3ccccc3[nH]c2=O)cc1	i	i	-1.0	i	i	i	i	i	16	i	i
Cc1ccc2[nH]cc(C(=O)CN3CCOCC3)c2c1	i	i	0.0	i	i	i	i	i	0	i	i
O=C(Nn1c(-c2ccccc2)nc2ccccc2c1=O)c1ccco1	i	i	0.4	i	i	i	i	i	13	i	i
O=C(CCCn1c(=O)[nH]c2cc(Cl)ccc2c1=O)NCCN1CCN(c2ccccc2)CC1	i	i	0.1	i	i	i	i	i	24	i	i
Cc1cccc(Nc2nc(NCc3ccco3)nc(N)c2[N+](=O)[O-])c1	i	i	1.7	i	i	i	i	i	5	i	i
COc1ccc(NC(=O)/C(Cl)=C(/Cl)S(=O)Cc2ccccc2)cn1 (stereo not given)	i	i	-4.4	i	i	i	i	i	-60	i	i
O=C(/C=C/c1ccccc1)c1cc(Br)ccc(=O)c1O	i	i	0.4	i	i	i	i	11*	17	i	i
CSc1nc2sc3c(c2c(=O)[nH]1)CCCC3	i	i	-1.3	i	i	i	i	i	18	i	i
Cc1cc(NC(=O)CSc2ccc3nnc(-c4ccccc4)n3n2)no1	i	i	0.3	i	i	i	i	i	17	i	i
O=C(O)c1nc2nc(Cl)c(Cl)nc2[nH]1	i	i	0.4	i	i	i	i	i	21	i	i
COc1cc(/C=N/NC(=O)CC2C(=O)NN=C2C)ccc1O (stereo not given)	i	i	0.2	i	i	i	i	i	16	i	i
CC(O)CCC(=O)NNC(=S)Nc1ccccc1 (stereo not given)	i	/	1.3	i	i	i	i	i	10	i	i
N#CCCCSc1nnnn1-c1cccc(Cl)c1	i	i	0.4	-5.8*	i	i	i	i	7	i	i
CC(=O)c1cc(NC(=O)c2cccc(C(F)(F)F)c2)c(=O)oc1/C=C/N(C)C	i	i	-0.7	i	i	i	i	i	15	i	i
CCOC(=O)[C@@H]1[C@H]2COc3cc(OC)ccc3[C@H]2N2C(=O)N(c3cccc(Cl)c3)C(=O)[C@@]12C	i	i	0.5	i	i	i	i	i	18	i	i
CC1CCCN(C(=O)COC(=O)C2CCN(S(=O)(=O)c3c(Cl)cccc3Cl)CC2)C1 (stereo not given)	i	i	2.1	i	i	i	i	i	25	i	i
Cc1cc(NC(=O)Cc2ccccc2)no1	i	i	-0.1	i	i	i	i	i	34	i	i
CCOC(=O)c1cnc(SC)nc1Oc1cccc(NS(=O)(=O)c2ccc(C)cc2)c1	i	i	-0.4	i	i	i	i	i	16	i	i
Cc1ccc(NC(=S)Nc2ccc3cn[nH]c3c2)c(C)c1	i	i	5.3	i	i	i	i	i	22	i	i
CN1CCN(c2ccc(NC(=O)c3ccco3)cc2Cl)CC1	i	i	-0.2	i	i	i	i	i	19	i	i
CC(C)(C)c1ccc(OC(=O)c2ccc(-n3cncn3)nc2)cc1	i	i	-0.6	i	i	i	i	i	/	i	i
Cc1ccc(S(=O)(=O)NCC(=O)OCC(=O)Nc2cccc(S(=O)(=O)NC3=NCCCCC3)c2)cc1	i	i	0.2	i	i	i	i	i	-8	i	i
Cc1ccc(N(Cc2ccccc2)C(=O)c2ccc(F)cc2)cc1	i	i	1.9	i	i	i	i	i	21	i	i
O=C(COC(=O)c1ccccc1C(=O)c1ccc(Cl)cc1)NCC1CCCO1 (stereo not given)	i	i	-0.3	i	i	i	i	i	5	i	i
C=CCN1C(=O)C2C(C(=O)NCc3ccccc3)C3(C)C=CC2(O3)C1C(=O)NC(C)(C)C (stereo not given)	i	i	-0.5	i	i	i	i	i	26	i	i
CC(=O)c1cccc(OCC(=O)N(C)CC(=O)Nc2ccc(F)cc2)c1	i	i	0.4	i	i	i	i	i	2	i	i
CN(C(=O)COC(=O)CNC(=O)c1ccccc1F)C1CCCCC1	i	i	-0.3	i	i	i	i	i	6	i	i
O=C(NCc1cccnc1)C1CCCN1S(=O)(=O)c1ccc(Cl)cc1 (stereo not given)	i	i	-1.6	i	i	i	i	i	-4	i	i
O=c1c(C(c2ccc(O)cc2)c2c(O)nc3n(c2=O)CCCS3)c(O)nc2n1CCCS2	i	i	-1.6	i	i	i	i	i	35	i	i
O=C(Nc1cccnc1Cl)c1cc(-c2cccc(O)c2)on1	i	i	3.0	i	i	i	i	i	12	i	i
Cc1ccc(CNC(=O)[C@H](C)[C@H]2C[C@]2(C)[C@H](NC(=O)OCc2ccccc2)c2ccccc2)o1	i	i	-0.7	i	i	i	i	i	25	i	i
CN1CCN(C(=O)CSc2ccc(C(F)(F)F)cc2[N+](=O)[O-])CC1	i	i	-0.4	i	i	i	i	i	20	i	i
O=C(CSc1n[nH]c(-c2ccccn2)n1)Nc1cccc(Cl)c1	i	i	2.6	i	i	i	i	i	?	i	i

(cont.)
SMILES	TRPC4 inh	PolyA inhibitor	HIF activator	MrgX1 antag	MrgX1 agonist	TRPC6 inhibitor	TRPC4 potent	MrgX1 allo act	AI-2 QS modul	TRPC4 agonist	TRPC6 act
CCN(c1ccccc1)S(=O)(=O)c1ccc(Oc2ccc([N+](=O)[O-])cc2)nc1	i	i	-0.3	i	i	i	i	i	15	i	i
Cc1oc(/N=C/c2ccc(Cl)cc2)c(C#N)c1C	i	i	-0.8	i	i	i	i	i	20	i	i
Cc1ccc(NC(=O)CN(C)C(=O)c2cccc(Br)c2)cc1	i	i	-7.4	i	i	i	i	i	29	i	i
O=S1(=O)N=C2CCCCCN2C(c2ccc(Br)cc2)N1 (stereo not given)	i	i	-3.5	i	i	i	i	i	0	i	i
O=C(NCCN1C(=O)S/C(=C\c2ccccc2Cl)C1=O)C1=COCCO1	i	i	3.3	i	i	i	i	i	18	i	i
C/C(=N\NC(=O)c1cccnc1)c1ccccc1	i	i	-0.8	i	i	i	i	i	-5	i	i
CCC(=O)c1ccc(OCC(=O)Nc2ccc(N3CCOCC3)cc2N2CCOCC2)cc1	i	i	-0.5	i	i	i	i	i	27	i	i
C/C=C(\C)C(=O)NCCN1C2=NC[C@@H](Cc3ccccc3)N2C[C@H]1Cc1ccc(O)cc1	i	i	-0.4	i	i	i	i	i	26	i	i
COc1ccc(C(=O)COC(=O)CNS(=O)(=O)c2ccc(C)cc2)cc1	i	i	-0.1	i	i	i	i	i	17	i	i
O=C(CCN1C(=O)COc2ccccc21)NCCN1CCN(c2cccc(Cl)c2)CC1	i	i	-0.3	i	i	i	i	i	23	i	i
c1ccc(CN2CCC(Nc3nc(-c4cccs4)nc4ccccc34)CC2)cc1	i	i	-3.9	i	i	i	i	i	2	i	i
Nc1n[nH]c2c1C1(CCCCC1)Cc1ccccc1-2	i	i	-0.7	i	i	i	i	i	6	i	i
CSCCC(NC(N)=O)C(=O)Nc1cccc(S(=O)(=O)N2CCOCC2)c1 (stereo not given)	i	i	-0.3	i	i	i	i	i	8	i	i
